TRPM1 prom inh = inhibitors of MITF-dependent TRPM1 promoter reporter, primary screen, cell-based, SK-MEL-5, single point, luciferase | SK-MEL-5 TRPM1 promoter luciferase, 24 h | inhibition, % at 12.5 µM | actives 0.83% (n = 330,000) | AID 488899, 2010;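 active = mean inhibition across replicates of 60% or more, whatever share of single replicates reaches that level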; also: values of inactives mirror those of a sister screen read the other way
Shn3 inh set2 = reduction of Shn3 3'UTR firefly luciferase signal, primary screen, Schnurri-3 inhibitor project, cell-based, Clone20 osteoblasts, set 2. Clone20 osteoblast Shn3 3'UTR firefly luciferase, 24 h. inhibition, % at 12.5 µM. actives 0.52% (n = 360,000). AID 588674, 2011;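 active = mean inhibition of at least 75% with every replicate also reaching 75%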;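 also: 0% = median of neutral control wells and 100% = pilot-screen positive control compound; some compounds past the cut are filed as inactive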
H9c2 protect = cardioprotection against H2O2-induced cell death, primary screen, uHTS, H9c2 cells, ATPLite luminescence; H9c2 cardiomyocytes, H2O2 injury protection, 2 h; protection from H2O2 cell death, % at 20 µM; actives 0.63% (n = 360,000); AID 588492, 2011;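 active = compounds giving at least 50% protection of heart cells from peroxide-induced death in the single-dose screen, raw or plate-pattern-corrected value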;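 also: 0% = DMSO wells with peroxide and 100% = DMSO wells without peroxide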
NR2E3 ag-1 = inhibitors of NR2E3-RetCOR corepressor binding, primary screen, NR2E3 agonist project, biochemical, TR-FRET, GST-NR2E3, biotin-RetCOR | Photoreceptor-specific nuclear receptor (Homo sapiens), Q9Y5X4 | 1536-well | inhibition of corepressor binding, % at 4.78 µM | actives 0.12% (n = 320,000) | AID 2300, 2010;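 active = percent inhibition above the cutoff of mean plus 3 SD of all tested compounds, set per screening campaign, cut at about 20% in these data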;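 also: 0% = DMSO wells and 100% = biotin wells as full block of FRET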
Target sequence (Q9Y5X4 whole entry, looked up): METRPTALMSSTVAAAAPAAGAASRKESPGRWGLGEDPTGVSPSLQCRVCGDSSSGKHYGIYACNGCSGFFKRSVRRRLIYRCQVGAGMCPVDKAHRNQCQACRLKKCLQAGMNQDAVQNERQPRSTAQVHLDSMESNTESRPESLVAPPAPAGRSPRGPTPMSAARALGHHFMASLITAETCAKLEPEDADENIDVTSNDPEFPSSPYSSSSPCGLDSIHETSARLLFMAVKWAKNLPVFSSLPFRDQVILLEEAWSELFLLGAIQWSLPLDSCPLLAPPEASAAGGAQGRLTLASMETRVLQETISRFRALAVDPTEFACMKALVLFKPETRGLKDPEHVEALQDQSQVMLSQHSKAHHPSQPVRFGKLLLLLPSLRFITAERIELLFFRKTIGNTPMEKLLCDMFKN
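System: GST-NR2E3 and biotin-RetCOR proteins; probe or stimulus: 7 nM biotin-RetCOR; doses: compound at 4.8 µM, single dose; schedule: Compound–protein incubation for 5 h at 4 °C; detection: time-resolved FRET; read-out: percent inhibition; controls: biotin wells as high control, 0.6% DMSO wells as low control; format: 1536-well plates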
CaV13 ICDI inh = Primary screen for inhibitors of IQ motif and Ca2+-dependent inactivation inhibitor domain binding in CACNA1D, Förster resonance energy transfer in living cells, …; HEK cells, CFP/YFP FRET ICDI-IQ, plate reader, 10 min; percent FRET-ratio fall versus neutral wells; inhibition, % at 12.3 µM; actives 0.098% (n = 340,000);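 active = mean replicate inhibition of at least 30% and at least 1% of replicates passing that level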;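 also: 0% = median of the neutral control wells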
HIF-2a inh = HIF-2a reporter inhibitors, primary screen, luminescence, 786-0 RCC cells; 786-0 RCC cells HIF-2a reporter, luciferase luminescence, overnight; inhibition, % at 18.8 µM; actives 0.72% (n = 360,000);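 active = inhibition of the luminescence signal of 40% or more relative to plate controls, in a single-dose primary screen at 18.75 µM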
NR2E3 ag-2 = NR2E3 agonists in two-hybrid cells, primary screen, cell-based, luminescence, CHO-S, Gal4-NCOR/VP16-NR2E3. Photoreceptor-specific nuclear receptor (Homo sapiens), Q9Y5X4. luciferase. inhibition of corepressor binding, % at 3.98 µM. actives 0.35% (n = 360,000). AID 602229, 2012;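 active = inhibition above the mean of all tested compounds plus 3 SD, cut at about 70% in these data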;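 also: 0% = DMSO with NR2E3 transfected cells and 100% = cells lacking NR2E3 construct; higher means lower luciferase signal from less NR2E3 corepressor binding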
HTR2A ag = mouse Htr2a agonists via beta-arrestin recruitment, primary screen, cell-based, luminescence; activation, % at 7.6 µM; CHO-K1 mHTR2A beta-arrestin complementation; percent of 30 µM serotonin response; AID 624169, 2012; actives 0.66% (n = 360,000);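 active = activation above a run cutoff, the mean activation of all tested compounds plus 3 SD, cut at about 14% in these data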;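 also: 0% = plate median of compound wells and 100% = 30 µM serotonin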
Target sequence (P35363 whole entry, looked up): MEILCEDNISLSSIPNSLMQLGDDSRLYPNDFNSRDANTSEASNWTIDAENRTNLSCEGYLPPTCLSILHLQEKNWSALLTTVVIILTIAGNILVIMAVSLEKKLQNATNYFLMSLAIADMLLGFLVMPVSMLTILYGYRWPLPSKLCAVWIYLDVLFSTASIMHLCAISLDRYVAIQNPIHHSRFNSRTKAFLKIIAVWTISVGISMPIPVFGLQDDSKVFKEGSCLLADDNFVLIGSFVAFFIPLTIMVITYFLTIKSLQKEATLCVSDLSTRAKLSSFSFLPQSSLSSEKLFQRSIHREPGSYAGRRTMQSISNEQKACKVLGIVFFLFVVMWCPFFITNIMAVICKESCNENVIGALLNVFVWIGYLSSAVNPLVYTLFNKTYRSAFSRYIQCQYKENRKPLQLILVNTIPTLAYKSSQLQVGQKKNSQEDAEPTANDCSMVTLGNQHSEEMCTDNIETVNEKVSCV
PDI inh = inhibitors of human PDI, primary screen, biochemical, turbidity, single point, plate reader; Protein disulfide-isomerase (Homo sapiens), P07237; PDI insulin aggregation turbidity, A650, 90 min; inhibition, % at 10 µM; actives 0.052% (n = 350,000); AID 588391, 2011;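 active = mean inhibition across replicates of 30% or more, whatever share of single replicates reach that level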;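 also: absorbance from insulin aggregation driven by PDI reduction with DTT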
iPSC survival up = enhancers of single-cell hiPSC survival, primary screen, ATPlite luminescence; 100% = ROCK inhibitor wells, 0% = DMSO; AID 602274, 2012; actives 0.044% (n = 360,000); survival enhancement, % at 20 µM; in the data active = survival enhancement above about 18%;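 also: cells exposed to compounds for 16 hours before the ATP read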
Peg3 prom inh = Peg3 promoter-driven luciferase inhibitors, primary screen, cell-based, HeLa, luciferase luminescence | AID 588405, 2011 | HeLa PEG-Prom luciferase reporter, overnight | actives 1.7% (n = 360,000) | inhibition, % at 20 µM;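 active = inhibition of at least 50% at 20 µM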
Starred values were filed as active, the others as inactive; . = not tested or not shown. Random draw from the library; overall some 3.9% were active at least once.

SMILES | TRPM1 prom inh | Shn3 inh set2 | H9c2 protect | NR2E3 ag-1 | CaV13 ICDI inh | HIF-2a inh | NR2E3 ag-2 | HTR2A ag | PDI inh | iPSC survival up | Peg3 prom inh
O=[N+]([O-])c1ccc(CN2CC(N3CCC(c4ccccc4)CC3)CS2(=O)=O)cc1 (configuration not stated) | . | 5 | -2 | . | -6 | 10 | -8 | -2 | . | 1.0 | 10
CSC1=N/C(=C\c2ccc(C)s2)C(=O)S1 | 9 | 5 | -9 | 0 | -7 | 1 | -3 | -2 | 1 | 0.9 | 5
CCOC(=O)N1C(=O)C2(CCCCC2)N(c2ccccc2Cl)C1=S | 12 | 19 | -8 | -1 | -18 | 4 | -11 | 0 | 0 | -1.0 | 42
CCCCSc1nc2ccccc2[nH]1 | -50 | -55 | -8 | 0 | 8 | -157 | -75 | 2 | -2 | 0.4 | -154
Cc1ccc(CNC(=O)C2CCN(S(=O)(=O)c3ccc(Br)s3)CC2)cc1 | 7 | 16 | 5 | 0 | -7 | 22 | 23 | -3 | -7 | 0.0 | 6
O=C(CSc1nnnn1-c1ccc(C(=O)O)cc1)NC1CCCCC1 | 7 | -3 | -6 | -2 | -3 | 8 | -5 | 11 | 0 | 0.2 | 0
O=S(=O)(Nc1ccc(S(=O)(=O)Nc2ncccn2)cc1)c1ccc(Cl)cc1 | 2 | 7 | -1 | 5 | -3 | 14 | -28 | 5 | -4 | -0.3 | 10
CCCN1C(=O)c2ccc(C(=O)Nc3nccs3)cc2C1=O | -10 | 22 | 4 | 1 | -5 | -28 | 6 | -1 | 5 | 0.3 | -6
COC(=O)C(C(C)=O)C1=C/C(=N\S(=O)(=O)c2ccc(C)cc2)c2ccccc2C1=O (configuration not stated) | 17 | 21 | -5 | 3 | . | 5 | -38 | 0 | -5 | 0.0 | 20
COC(=O)c1ccccc1N=C(SC)N(C)C | -1 | 3 | 0 | -1 | . | -1 | -12 | -2 | 9 | -2.7 | 1
CCn1c(SCC(=O)NCc2ccco2)nnc1-c1c[nH]c2ccccc12 | -7 | 15 | 3 | 3 | -6 | 10 | -6 | 1 | -2 | 1.9 | 11
COc1ccccc1CNC(=O)COC(=O)Cn1cnc2ccccc21 | 10 | -5 | -4 | -3 | 0 | 17 | -5 | 1 | 6 | 1.3 | 8
CCOC(=O)c1ccc(NC(=O)Cn2nnc(-c3ccc(C)cc3)n2)cc1 | -18 | -7 | -4 | 1 | . | 16 | -17 | 2 | -8 | 0.0 | 7
Cc1oc(-c2ccc(Cl)cc2)nc1CN1CCCC(C(=O)NCCCN2CCOCC2)C1 (configuration not stated) | 15 | 19 | 3 | 0 | -3 | 7 | -3 | -5 | -5 | 0.3 | 5
O=C(c1ccccc1)N1N=C(c2ccccc2O)CC1c1ccccc1 (configuration not stated) | 5 | 1 | 4 | -1 | -6 | 19 | 11 | 3 | -9 | 0.0 | 17
CSc1nc(SCCN(C)C)c2c3c(sc2n1)COC(C)(C)C3 | -9 | 13 | 1 | -1 | -5 | 8 | -5 | -11 | 13 | 0.7 | -11
CCOc1cc(/C=N\NC(=O)C2C(=O)NCC2c2ccccc2)ccc1OC (configuration not stated) | 11 | -10 | 3 | 2 | -3 | 16 | 10 | -4 | -8 | -1.9 | 9
Cc1nc(Nc2nc3ccccc3o2)nc2c1CCC2 | 25 | 6 | -10 | -2 | -6 | 26 | -102 | 4 | 6 | -6.1 | 48
CC(=O)c1cccc(NC(=O)NNC(=O)c2ccc(-c3ccccc3)cc2)c1 | 5 | -6 | 4 | -1 | -7 | -11 | -9 | 8 | 5 | -0.5 | -5
COc1ccc(-c2nnc(SCC(=O)NCc3cccs3)n2C(C)C)cc1 | 11 | 14 | -4 | 0 | 1 | 23 | -8 | -7 | -1 | -0.5 | 0
CC(C)(C)OC(=O)NCc1ccc(NC(=O)c2nc[nH]c2C(=O)NCCCNC(=O)c2[nH]cnc2C(=O)Nc2ccc(CNC(=O)OC(C)(C)C)cc2)cc1 | 30 | 9 | 52* | . | . | 16 | -14 | 2 | -3 | 0.4 | 78*
NS(=O)(=O)c1ccc(NC(=S)NC(=O)c2ccc(Br)o2)cc1 | -21 | -31 | -1 | 0 | -4 | -40 | -6 | -1 | 10 | 1.2 | -20
C/C(=N\NC(=O)c1nnn(-c2nonc2N)c1-c1cccs1)c1ccc(O)cc1 | -3 | -4 | -4 | -3 | -14 | 5 | -23 | -1 | 5 | -0.2 | 23
COc1ccc(CCNc2nc3ccc(C)cc3n3cnnc23)cc1OC | 5 | -5 | 7 | 2 | -4 | -14 | 5 | 0 | -5 | -0.4 | -9
CCCCN(CC)CCCNC(=O)Cn1nc(Cc2ccncc2)c2ccccc2c1=O | 9 | -5 | -5 | 3 | -9 | 5 | -26 | 1 | 1 | -1.7 | 16
Cc1ccc2nsnc2c1S(=O)(=O)NCCc1c(C)[nH]c2ccc(F)cc12 | 9 | 19 | -1 | -2 | -5 | 10 | -13 | -6 | 3 | -1.9 | 12
CCOP(=O)(OCC)C(NC(=O)NS(=O)(=O)c1ccc(C)cc1)c1ccccc1 (configuration not stated) | 0 | 1 | 4 | 2 | -2 | 9 | -25 | -2 | -5 | -0.7 | 10
CC(C)NC(=O)C1CCN(C2CCN(C(=O)C3=CCCC3)CC2)CC1 | -9 | -3 | 1 | -3 | -5 | 5 | -9 | 0 | -2 | 2.2 | 4
COC(=O)Nc1sc2c(c1C(=O)NCc1ccco1)CCCC2 | -5 | -6 | 6 | 1 | -8 | -8 | 21 | 2 | 6 | -0.4 | 3
Cc1ccc(S(=O)(=O)N(C)CC(=O)N2CCN(Cc3ccc4c(c3)OCO4)CC2)cc1 | 2 | 33 | 2 | -2 | -3 | 14 | 8 | -6 | 1 | -0.4 | -12
Nc1ccc(Cc2ccc([N+](=O)[O-])cc2)cc1 | 3 | 5 | -7 | . | -5 | -19 | -19 | 0 | 4 | -1.4 | -7
O=S(Cc1ccc(Cl)cc1)CC(O)(c1ccccc1)c1ccccc1 (configuration not stated) | 37 | 5 | -1 | 4 | . | 34 | -20 | -2 | -1 | 4.2 | 41
Cc1ccc(NC(=S)N(C)C)cc1C | -4 | 6 | 4 | 0 | -20 | 17 | -1 | -4 | -3 | 0.8 | 4
O=C(CCN1C(=O)c2ccccc2C1=O)Nc1ccc(F)cc1 | -6 | -2 | 1 | 4 | -6 | -35 | 1 | -4 | 0 | 0.2 | -8
O=C(CC(O)(CC(=O)OCc1ccccc1)C(=O)OCc1ccccc1)OCc1ccccc1 | -12 | -4 | -12 | . | -5 | 4 | 14 | -3 | 0 | -2.6 | 27
CC(=O)c1cn(-c2ccc(Cl)cc2)c(=O)[nH]c1=O | -12 | -4 | 2 | 2 | -3 | 9 | -9 | -1 | -2 | 0.6 | 3
COc1ccc(CN2CCC(C(=O)c3ccc(Cl)cc3)CC2)cc1 | 2 | 14 | -5 | 7 | -2 | 5 | 9 | -5 | -4 | 2.5 | -9
CN(C)c1ccnc(NCc2ccccc2)c1C#N | -4 | -12 | 0 | 0 | -5 | -85 | 8 | 1 | -10 | -0.2 | -31
O=C(CN1CCCCCCC1)N/N=C/c1ccc(F)c(F)c1 | -1 | 2 | 2 | -2 | -4 | -6 | 3 | 1 | -2 | 1.9 | 3
CCCOc1cccc(C(=O)Nc2cccc3ncccc23)c1 | -2 | 19 | -1 | 2 | -10 | 15 | 1 | 3 | -2 | 0.8 | 5
O=[N+]([O-])c1ccc(Cl)c(/C=N/NC(=S)Nc2ccccc2)c1 | 9 | -10 | -2 | 3 | -5 | -2 | -6 | 3 | -6 | 5.2 | 3
Cn1c(=O)c(C(=O)NCCc2ccc(Cl)cc2)c(O)c2ccccc21 | -3 | 4 | 0 | 5 | -2 | 7 | 14 | -2 | -10 | 0.8 | 28
O=C1CCC2c3[nH]c4ccccc4c3CCN12 (configuration not stated) | . | -16 | -4 | . | -6 | 5 | -4 | -2 | 0 | -3.1 | -7
O=C(Nc1nnc(COc2ccc(Cl)cc2)s1)C1CCCO1 (configuration not stated) | -5 | -9 | -3 | 2 | -1 | -53 | -7 | 3 | -14 | -1.8 | -12
CCC(=O)n1nc(-c2ccco2)nc1SCc1ccccc1 | -27 | -32 | 3 | 1 | -5 | -128 | -24 | -2 | -9 | 2.4 | -83
NC(=O)CN1C(=O)C(=O)N(Cc2cccc(C(F)(F)F)c2)C1=O | -2 | 8 | 2 | 0 | -20 | 19 | -18 | -2 | -6 | 0.8 | 9
Cc1ccccc1-c1cc2nc(Oc3ccc4c(c3)OCO4)n(C)c(=O)c2s1 | . | 0 | -3 | . | -5 | 5 | 1 | 5 | -6 | 2.8 | 13
CC(NC(=O)NCCCn1ccnc1)(C(F)(F)F)C(F)(F)F | 8 | -2 | -7 | -1 | -5 | 17 | -30 | 3 | -3 | -1.6 | 12
CC(C)(C)n1nnnc1CN1CCN(C2CCCC2)CC1 | -2 | -6 | 2 | 0 | -5 | 5 | 0 | 3 | -4 | 0.5 | 10
Cc1ccc(C(=O)Nc2cc(=O)n(C)c(=O)n2C)cc1C | 4 | 15 | -6 | 4 | -5 | 3 | -5 | 16* | -3 | 0.9 | 10
CN(Cc1nc(Cc2cccc(F)c2)no1)CC1COCCO1 (configuration not stated) | -8 | -4 | -1 | 5 | 11 | -2 | -15 | 2 | -5 | -1.2 | 0
Cc1cc2nc(C3CCCCC3)c(Cc3ccsc3)n2c(C)c1Br | . | . | . | . | -5 | -1 | -15 | 4 | . | 0.7 | .
Cn1c(C(=O)N2CCN(Cc3ccc4c(c3)OCO4)CC2)cc2c(=O)n(C)c3ccccc3c21 | 10 | -7 | 12 | -1 | -2 | 7 | -15 | -2 | . | 0.8 | 12
CC(C(=O)Nc1ccccc1)c1ccc(-c2ccccc2)c(F)c1 (configuration not stated) | 13 | 62 | -22 | -3 | . | 15 | 74* | -9 | 6 | 3.1 | -2
